BLM inh: Bloom syndrome helicase (human) inhibition. P54132. recombinant BLM DNA unwinding, fluorescence dequenching. Potency, µM (titrated, usually from 56.1 µM), for inactives: top-dose activity change, negative = inhibition, usual class: inhibitors. 350,000 tested, 0.2% active;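 also: plate controls were vehicle for no effect and no enzyme for full effect; nearly all actives have a fitted effect of over 35% in size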
GLS inh: inhibitors of human glutaminase (GLS). 410,000 tested, 0.21% active. Potency, µM (highest dose often 45.5 µM), inactives show top-dose activity change, negative = inhibition, most hits filed as inhibitors. O94925. GLS enzymatic activity, qHTS titration. AID 624170; also: % is scaled to controls: 0 for no effect and ±100 for the full control effect
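hKGA in 45 mM KH2PO4 pH 8.2, 0.02% Tween-20 with pin-transferred compounds; 1 mM L-glutamine (stock) plus glutamate oxidase/HRP/Amplex Red coupling added. Fluorescence read initially and after 30 min at RT.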
JMJD2A Tudor: inhibitors of human JMJD2A Tudor domain; Potency, µM (titrated, usually from 114 µM), without a hit: top-dose activity change, negative = inhibition, hits mostly inhibitors; AlphaScreen JMJD2A-Tudor / H3K4me3 peptide binding; AID 504339; O75164; 390,000 tested, 4.4% active; also: % is scaled to controls: 0 for no effect and ±100 for the full control effect; nearly all actives have a fitted effect of over 50% in size
POLI inh: inhibitors of human DNA polymerase iota | Pol iota fluorescent replication assay, 10 min | 390,000 tested, 1% active | Potency, µM (titrated, usually from 115 µM), for the others: at the highest dose activity, negative = inhibition, hits mostly inhibitors | AID 588590
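Fluorescent replication assay read twice, at 0 min and 10 min after adding 50 nM (final) substrate. Enzyme (10 nM) and compounds were first incubated 15 min at room temperature; enzyme-free buffer wells were negative controls.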
HP1b binding inh: inhibitors of HP1-beta chromodomain binding to methylated histone tails; P83916; AlphaScreen HP1-beta / biotin-H3K9me3 peptide binding; Potency, µM (titrated, usually from 114 µM), without a hit: top-dose activity change, negative = inhibition, most hits filed as inhibitors; 390,000 tested, 0.56% active; AID 540317; also: nearly all actives have a fitted effect of over 70% in size; inactives centre near 23
Target sequence (P83916 whole entry, looked up): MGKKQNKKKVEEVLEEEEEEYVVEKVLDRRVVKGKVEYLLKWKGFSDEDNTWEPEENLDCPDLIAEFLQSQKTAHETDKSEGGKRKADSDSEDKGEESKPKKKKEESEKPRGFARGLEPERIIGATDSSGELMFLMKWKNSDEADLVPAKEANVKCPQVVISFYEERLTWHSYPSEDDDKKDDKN
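Compound inhibition of the preformed complex between 50 nM HP1-beta and 50 nM biotinylated H3K9me3 peptide was read by AlphaScreen. Buffer was PBS pH 7.4 with 0.01% Tween-20. Incubations ran 30 min at room temperature, with 10 ug/mL donor/acceptor beads.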
BAZ2B inh: blocks human BAZ2B; 360,000 tested, 4.4% active; Potency, µM (titrated, usually from 114 µM), without a hit: at the highest dose activity change, negative = inhibition, actives largely listed as inhibitors; AlphaScreen BAZ2B-H3K14Ac peptide displacement; Q9UIF8; also: % is scaled to controls: 0 for no effect and ±100 for the full control effect; nearly all actives have a fitted effect of over 60% in size
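AlphaScreen displacement: compounds (up to 110uM) incubated 30 min at room temperature with a preformed 50 nM BAZ2B/50 nM biotinylated H3K14Ac peptide complex in PBS pH 7.4 with Tween-20. Donor and acceptor beads at 10 ug/mL final added, 20 min light-protected before reading.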
G9a block: blocks human histone lysine methyltransferase G9a. Q96KQ7. G9a H3K9 monomethylation, AlphaScreen, 2 h. Potency, µM (series often up to 102 µM), inactives show top-dose activity, negative = inhibition, actives largely listed as inhibitors. 350,000 tested, 8.8% active. AID 504332; also: % is scaled to controls: 0 for no effect and ±100 for the full control effect; nearly all actives have a fitted effect of over 75% in size
Target sequence (Q96KQ7 913-1193 limits assumed): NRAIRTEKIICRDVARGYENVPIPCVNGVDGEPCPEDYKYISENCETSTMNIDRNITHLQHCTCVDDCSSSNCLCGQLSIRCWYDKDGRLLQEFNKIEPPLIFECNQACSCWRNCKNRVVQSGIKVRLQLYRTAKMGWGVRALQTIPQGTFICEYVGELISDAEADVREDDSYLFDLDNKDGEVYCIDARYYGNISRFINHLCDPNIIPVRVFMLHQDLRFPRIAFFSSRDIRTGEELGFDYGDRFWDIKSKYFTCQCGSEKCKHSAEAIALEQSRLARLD
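Quantitative HTS format: methyltransferase activity on a biotin-tagged H3K9 peptide is measured by AlphaScreen, using a rabbit anti-monomethyl-H3K9 antibody with streptavidin donor and anti-IgG acceptor beads. Final levels are 20 nM enzyme, 500 nM peptide, 20 uM SAM; 2 h RT.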
PGK inhibitor: blocks T. brucei phosphoglycerate kinase. P07378. PGK/GAPDH coupled, Kinase-Glo luminescence, 60 min. Potency, µM (series often up to 57.5 µM), for inactives: top-dose activity change, negative = inhibition, actives largely listed as inhibitors. 380,000 tested, 0.043% active. AID 602233; also: % is scaled to controls: 0 for no effect and ±100 for the full control effect; nearly all actives have a fitted effect of over 60% in size
Target sequence (P07378 whole entry, looked up): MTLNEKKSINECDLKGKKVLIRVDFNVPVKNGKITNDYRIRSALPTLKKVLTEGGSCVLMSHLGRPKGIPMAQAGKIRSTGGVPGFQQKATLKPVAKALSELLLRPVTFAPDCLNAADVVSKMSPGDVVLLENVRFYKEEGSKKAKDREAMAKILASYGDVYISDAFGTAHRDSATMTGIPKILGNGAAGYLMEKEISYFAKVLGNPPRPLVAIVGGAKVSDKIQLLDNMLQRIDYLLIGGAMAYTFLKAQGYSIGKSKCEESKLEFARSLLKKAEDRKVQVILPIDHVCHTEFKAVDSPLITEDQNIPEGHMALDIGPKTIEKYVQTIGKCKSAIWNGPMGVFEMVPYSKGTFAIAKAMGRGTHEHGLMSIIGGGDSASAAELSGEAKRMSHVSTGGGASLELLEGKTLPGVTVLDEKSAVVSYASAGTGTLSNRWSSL
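Luminescent ATP detection (Kinase-Glo Plus) follows a 60-minute room-temperature incubation, with wells lacking PGK as controls. Buffer: 100 mM TEA (pH 7.6), 5 mM MgCl2, 0.01% Tween-20. Coupling enzyme GAPDH (100 nM final) supplies unstable 1,3-BPG in-well.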
Pin1 inhibitor: inhibitors of human Pin1; Q13526; Pin1 FP peptide displacement, HiFluor488, 10 min; Potency, µM (series often up to 115 µM), for the others: top-dose activity, negative = inhibition, actives largely listed as inhibitors; 390,000 tested, 0.009% active; AID 504891; active = well fitted inhibition curve with a large enough effect in the polarisation, with a control signal flat, not every such curve was filed as active; inconclusive = small, poorly fitted or top-dose-only effect, or effect the other way, or a change in a side signal; inactive = no such curve, though single readings can be large or run the other way; the % refers to the polarisation; also: % is scaled to controls: 0 for no effect and ±100 for the full control effect
Target sequence (Q13526 whole entry, looked up): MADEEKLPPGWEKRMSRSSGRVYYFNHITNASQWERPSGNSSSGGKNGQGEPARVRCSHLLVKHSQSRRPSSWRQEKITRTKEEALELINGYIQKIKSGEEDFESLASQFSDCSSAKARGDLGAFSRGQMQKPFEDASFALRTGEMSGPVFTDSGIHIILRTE
* marks the source's active call; other numbers are inactive results; i = inactive; ? = inconclusive; · = not tested or not shown; [ ] = remark or other dose. Unless noted, calls follow the shape of the dose curve; as a rule, active = well fitted curve in the direction sought with a large enough effect; inconclusive = small, poorly fitted or top-dose-only effect, or another doubt; inactive = no such curve, though single readings can be large; an effect the other way counts as inactive or inconclusive. Potency is read from the fitted curve at half-maximal effect. A portion of the library; rates above refer to the full screens.

SMILES	BLM inh	GLS inh	JMJD2A Tudor	POLI inh	HP1b binding inh	BAZ2B inh	G9a block	PGK inhibitor	Pin1 inhibitor
O=C(CNC(=O)c1ccc2c(c1)OCO2)N/N=C/c1cc(Br)ccc1O	-9.9%	9.6%	?	-18.0%	12.9%	-9.1%	79.4µM*	-10.3%	18.2%
Nc1nnc(SCC(=O)Nc2cccnc2Cl)s1	·	3.1%	-6.2%	4.5%	30.7%[activator]	10.4%	-37.8%[59 µM]	3.9%	-2.5%
Cn1c(=O)c2c(nc(SCC(=O)N3CCCCCC3)n2C)n(C)c1=O	0.5%	-2.9%	-11.8%	-1.4%	41.7%[activator]	-0.4%	14.0%[59 µM]	-9.7%	-5.7%
CCOC(=O)c1cc2c(=O)n3ccccc3nc2n(CC2CCCO2)c1=NC(=O)c1ccc(C(C)(C)C)cc1 (stereo unspecified)	-0.3%	1.1%	7.8%	2.5%	50.5%[activator]	9.6%	7.4%[59 µM]	-0.4%	?
O=C(NCCc1ccccc1)c1cc2sccc2n1Cc1ccccc1	-10.8%	9.6%	?	3.2%	-7.3%	89.1µM*	2.7%	2.1%	13.0%
O=C(Nc1ccccc1-c1ccccc1)C1CCC1	-5.6%	-5.1%	-9.8%[11.4 µM]	121.2%[activator]	-5.2%	-15.5%	-4.6%	i	4.2%
CCCN(C(=O)c1nn(-c2ccc(OC)c(Cl)c2)c(=O)c2c1c1ccccc1n2C)c1ccccc1F	-6.6%	13.0%	-23.3%	-10.2%	-0.7%	·	-2.2%[59 µM]	-5.3%	-1.7%
CCc1ccc(C(=O)COC(=O)c2cnccn2)cc1	0.5%	-3.9%	-7.6%	1.7%	17.8%	-4.8%	5.2%[12.7 µM]	-8.5%	-8.2%
Cc1cc2oc(C(=O)Nc3sc4c(c3C(=O)NCC3CCCO3)CCC4)cc(=O)c2cc1C (stereo unspecified)	-2.1%	6.3%	-22.2%	-17.5%	7.8%	-9.7%	-8.1%[59 µM]	-2.4%	5.2%
O=C(O)C1C2C=CC(C2)C1C(=O)NCc1cccnc1 (stereo unspecified)	7.0%	7.8%	-12.0%	6.0%	29.9%	-3.8%	-7.0%[59 µM]	i	1.1%
Cc1sc(NC(=O)c2ccco2)c(CN2CCN(c3ccc(F)cc3)CC2)c1C	1.7%	3.3%	-31.5%	40.6%[activator]	3.6%	0.8%	1.2%	-8.3%	?
COc1cc2c(cc1OC)[C@H](C)N(C(=O)COc1ccccc1)CC2	-1.4%	-7.3%	-9.7%	3.0%	36.7%	-6.4%	-6.0%	i	-8.4%
COc1ccc(C2=C(C=O)Cc3ccccc3O2)cc1	·	-13.6%	15.6%	51.3%[activator]	34.4%	·	·	-4.9%	-0.4%
COc1ccc(C(=O)n2cc(C(C)=O)c3ccccc32)cc1	-11.2%	-1.6%	1.7%	?	42.9%[activator]	?	15.6%	·	1.2%
C/C=C(/C)C(=O)OC1CC(C)(C)C[C@H]2C3=CC[C@@H]4[C@@]5(C)CCC(O[C@@H]6O[C@@H](C(=O)O)[C@@H](O)C(O[C@@H]7OC[C@H](O)[C@@H](O)[C@@H]7O[C@@H]7OC(CO)C(O)[C@@H](O)[C@@H]7O)C6O[C@@H]6OC(CO)C(O)C(O)C6O)[C@@](C)(CO)[C@@H]5CC[C@]4(C)[C@]3(C)CC(O)[C@@]12CO (stereo partly specified)	·	?	-21.5%	?	46.7%[activator]	·	·	-6.4%	-2.4%
Cn1c(SCCC#N)nnc1-c1ccccc1F	-1.8%	2.5%	-4.5%	37.5%[activator]	25.4%	-0.5%	4.7%	3.5%	2.1%
COc1ccc(CN(C)C(=O)COc2cccc(-n3cnnn3)c2)cc1OC	·	-6.2%	-14.3%	2.3%	31.3%	·	·	-2.1%	-2.7%
Cc1ccc(C(=O)NCC(=O)OCC(=O)N2CC(C)OC(C)C2)cc1 (stereo unspecified)	·	8.5%	2.8%	15.5%	12.4%	11.3%	13.7%[0.501 µM]	2.3%	-2.5%
O=C(CCCSc1nc2ccccc2s1)NC1=NCCS1	-2.1%	-7.4%	-22.6%	1.7%	14.8%	0.5%	26.6%[12.7 µM]	i	2.7%
Cc1ccc(NC(=O)c2cc(S(=O)(=O)N(C)C)ccc2N2CCCC2)cc1F	-8.2%	3.6%	-24.8%	19.8%	10.7%	6.6%	?	-8.9%	0.5%
Cc1cccc(NC(=O)/C(=C/c2cccc([N+](=O)[O-])c2)NC(=O)c2cccs2)c1	-1.0%	-4.3%	-19.2%	0.6%	7.3%	-5.8%	28.3%[59 µM]	-4.6%	-6.8%
Cc1ccc(C)c(C(=O)c2c(N)c(-c3nc(-c4ccc5c(c4)OCO5)cs3)c3ccccn23)c1	-4.3%	0.4%	-15.4%	-0.6%	28.2%	12.7%	13.7%[59 µM]	·	-1.8%
Cc1cc(=O)[nH]c(SCC(=O)NC2CCCCCC2)n1	·	-1.1%	-5.5%	96.3%[activator]	27.4%	·	·	6.8%	7.6%
Clc1ccc2nc3c4ccccc4cnn3c2c1	8.8%	4.5%	6.3%	-16.3%	30.6%	-9.0%	36.5%	-9.2%	-1.0%
N#CCCN(C1CCCCC1)S(=O)(=O)CCOc1ccccc1	0.9%	7.8%	9.8%	-7.4%	37.8%	2.9%	-3.1%	-3.5%	9.8%
COc1cc(C(=O)OC(C)C(=O)NCC2CCCCC2)cc(NC(=O)c2ccco2)c1OC (stereo unspecified)	-3.4%	-11.9%	-11.4%	-1.8%	18.8%	14.5%	16.1%[0.501 µM]	i	7.8%
Cc1cc(C(=O)COC(=O)c2ccc(O)cc2O)c(C)n1-c1ccccc1	·	13.9%	?	-16.9%	-36.1%	?	?	-0.2%	3.4%
CCCCn1c(N)c(N(C)C(=O)c2cc3c(s2)CCCCC3)c(=O)[nH]c1=O	·	-0.4%	-13.1%	16.6%	19.9%	-4.4%	27.0%[12.7 µM]	-0.5%	0.0%
Cc1ccc(-c2nc(CSCC(=O)NC3CCN(Cc4ccccc4)CC3)c(C)o2)cc1	-8.5%	0.9%	-33.1%	19.6%	14.5%	?	?	i	4.9%
COc1ccc(NC(=O)N(C)C[C@H]2Oc3ccc(NC(=O)CCC(F)(F)F)cc3C(=O)N([C@H](C)CO)C[C@@H]2C)cc1	·	17.9%	-13.5%	11.3%	26.7%	·	·	5.4%	-3.1%

One compound at a time, as listed above:
`O=C(NCCc1ccccc1)c1cc2sccc2n1Cc1ccccc1` is listed with BLM inh = -10.8%; GLS inh = 9.6%; JMJD2A Tudor = ?; POLI inh = 3.2%; HP1b binding inh = -7.3%; BAZ2B inh = 89.1µM*; G9a block = 2.7%; PGK inhibitor = 2.1%; Pin1 inhibitor = 13.0%
`Nc1nnc(SCC(=O)Nc2cccnc2Cl)s1` is listed with BLM inh = ·; GLS inh = 3.1%; JMJD2A Tudor = -6.2%; POLI inh = 4.5%; HP1b binding inh = 30.7%[activator]; BAZ2B inh = 10.4%; G9a block = -37.8%[59 µM]; PGK inhibitor = 3.9%; Pin1 inhibitor = -2.5%

(continued)
SMILES	BLM inh	GLS inh	JMJD2A Tudor	POLI inh	HP1b binding inh	BAZ2B inh	G9a block	PGK inhibitor	Pin1 inhibitor
COC(=O)c1ccc([C@@H]2Nc3c(cccc3C(F)(F)F)[C@@H]3C=CC[C@@H]32)cc1	-5.1%	-2.0%	25.6%	-5.9%	122.6%[activator]	62.4%[activator]	46.5%[59 µM]	2.8%	7.2%
CCn1ncc(CN2CCCC(C(=O)Nc3cccc(-c4cc5ccccc5[nH]4)c3)C2)c1C (stereo unspecified)	-4.9%	9.1%	?	20.0%	-1.9%	?	·	0.4%	2.8%
CC(C)CN1C(=O)C(=O)N(CC(=O)N2CCN(c3ccccc3)CC2)C1=O	·	13.3%	0.7%	28.1%	32.3%	11.3%	-3.2%	-0.2%	-1.7%
CC(=O)Nc1ccc(S(=O)(=O)NCc2csc(C)n2)cc1	-4.2%	1.0%	-6.0%	-12.5%	19.0%	0.2%	-10.9%[59 µM]	-9.4%[11.5 µM]	0.6%
O=C(O)CCCC(=O)Nc1cccc([N+](=O)[O-])c1	0.9%	1.5%	0.0%	151.3%[activator]	46.9%[activator]	-15.5%	-5.5%	2.5%	0.0%
CC(C)CC(=O)/C=C/n1c(=S)oc2ccccc21	-11.3%	-7.7%	12.3%	?	67.1%[activator]	0.1%	5.6%[59 µM]	-1.9%	1.6%
CSc1nc(C)cc(OCC(=O)n2nc(C)cc2C)n1	2.6%	1.0%	-30.9%	6.7%	9.1%	16.3%	-15.6%	i	0.8%
CCC(O)c1cc2c(cc1NC(=O)c1ccc(C)cc1)OCCO2 (stereo unspecified)	-3.0%	15.0%	-16.1%	0.3%	30.6%	-3.2%	13.9%[12.7 µM]	5.4%	-1.4%
CCOc1ccc(-c2nnn(CC(=O)NCc3ccco3)n2)cc1OCC	-1.6%	-8.9%	-15.6%	?	14.0%	5.2%	10.4%[59 µM]	-7.8%	10.7%
c1ccc2[nH]c(CSc3nc4ccccc4s3)nc2c1	-0.8%	16.5%	-7.6%	-0.7%	46.0%[activator]	-17.1%	-32.0%	-1.7%	6.2%

2 of the compounds above, with each value named:
COC(=O)c1ccc([C@@H]2Nc3c(cccc3C(F)(F)F)[C@@H]3C=CC[C@@H]32)cc1
  BLM inh: -5.1% | GLS inh: -2.0% | JMJD2A Tudor: 25.6% | POLI inh: -5.9% | HP1b binding inh: 122.6%[activator] | BAZ2B inh: 62.4%[activator] | G9a block: 46.5%[59 µM] | PGK inhibitor: 2.8% | Pin1 inhibitor: 7.2%

CC(C)CC(=O)/C=C/n1c(=S)oc2ccccc21
  BLM inh: -11.3% | GLS inh: -7.7% | JMJD2A Tudor: 12.3% | POLI inh: ? | HP1b binding inh: 67.1%[activator] | BAZ2B inh: 0.1% | G9a block: 5.6%[59 µM] | PGK inhibitor: -1.9% | Pin1 inhibitor: 1.6%
